# RMI-FANCM inh = inhibitors of human RMI core complex binding to FANCM MM2. Fluorescence polarization, RMI core complex with F-MM2 peptide; hits give low values. FP signal (polarization) at 33 µM. actives 0.58% (n = 70,000). AID 1159607; in the data active = FP signal below about 40; also: inactives centre near 61; strong numbers were not always called active; unit not given here
# * marks the source's active call; other numbers are inactive results; & = joins results of further samples. Not all compounds are listed (hit frequency here may not be typical).
RMI-FANCM inh	canonical_smiles
63	COc1ccc(C)cc1S(=O)(=O)Oc1ccc(OCc2ccccc2)cc1
63	O=C(Nc1cccc2cccnc12)N1CCOCC1
63	COc1ccc(CNC(=O)CSc2nc3c(-c4ccccc4)c[nH]c3c(=O)n2C2CC2)cc1OC
61	COc1ccc(OC)c2[nH]c(=O)c(CCNC(=O)C(=O)c3c[nH]c4ccccc34)cc12
70	COc1cccc(-c2nnc3ccc(OCCNC(=O)c4c(OC)cccc4OC)nn23)c1
73	COc1ccc(-c2cn3c(C)c(C(=O)N(C)c4ccccc4)sc3n2)cc1
55&60	O=c1[nH]c(=O)n(C2C[C@H](O)[C@@H](CO)O2)cc1C(F)(F)F (stereo not given in full)
60	NS(=O)(=O)c1ccc(NC(=O)/C=C\C(=O)O)cc1
61	c1cc2c(ccc3nonc32)nn1
55	O=C(Nc1ccccc1)Nc1ccccc1N1CCOCC1
60	O=C(NCCC(c1ccccc1)c1ccccc1)C(=O)Nc1ccccc1F
70	CN(C)c1ccc(CCNC(=O)c2ccco2)cc1
60	c1ccc2c(-c3nnc(CN4CCOCC4)o3)cccc2c1
57	Cc1cc(C)nc(NS(=O)(=O)c2ccc(NS(=O)(=O)c3ccsc3)cc2)n1
54	O=C(Nc1nnc(-c2ccc3c(c2)CCCC3)o1)C1CCCN1S(=O)(=O)c1ccc(Cl)s1 (stereo not given)
56	O=C(COc1cccc2ccc(N3CCCCC3)nc12)NCc1ccc2c(c1)OCO2
57	COc1cn(CC(=O)NCCc2ccccc2)c(CN2CCCCC2)cc1=O
67	CCn1nc(C)cc1C(=O)N1CCOCC1
83	Cc1cc(C)c2nc(C)cc(N)c2c1
52	O=C(CCSc1cc(Cl)ccc1Cl)N1CCc2cc([N+](=O)[O-])ccc21
63	NC(=O)c1ccccc1Sc1ccccc1C(N)=O
61	COc1ccc(Cl)cc1C(=O)N1CCC(c2nnc(C(C)C)o2)CC1
76	Cc1cc(C)c(C(=O)NCC2CCN(Cc3cccs3)CC2)c(C)c1
57	O=C(c1ccc(N2C(=O)CCC2=O)cc1)N1CCc2ccccc2C1
67	S=C(NC1Cc2ccccc2C1)N1CCc2ccccc21
61	C/C(=N/O)c1ccc2c3ccccc3n(C)c2c1
56	COc1cc2c(cc1OC)-c1c(oc3cc(O)cc(O)c3c1=O)CO2
62	CCc1ccc(/C=C/C(=O)Nc2nnc(C)s2)cc1
87	Cc1cccc(NC(=O)NCCOc2ccc(-c3cccs3)nn2)c1
78	CC(=O)N1CCc2c(sc3nc(SCc4cccc([N+](=O)[O-])c4)n(-c4ccccc4)c(=O)c23)C1
71	Cc1sc2ncnc(-n3ncc(C#N)c3N)c2c1-c1ccc(Cl)cc1
69	COC(=O)C1=C(C)Nc2[nH]ncc2C1c1ccccc1 (stereo not given)
60&63	O=C(Nc1nc(CCC(=O)N2CCN(c3ccccc3)CC2)cs1)NC1CCCCC1
58	COc1ccccc1NC(=S)NC(=O)/C=C/c1cccs1
60	COc1ccc(S(=O)(=O)C(CNC(=O)C23CC4CC(CC(C4)C2)C3)c2cccs2)cc1 (stereo not given)
55	CC1CCCN(C(=S)NC2CC3CCC2C3)C1 (stereo not given)
57	O=C(Nc1nnc(-c2ccco2)o1)C1CCN(S(=O)(=O)c2ccc(Cl)s2)CC1
56	O=C(c1cccc(C(F)(F)F)c1)N1CCC2(CC1)NC(=O)N(Cc1ccccc1)C2=O
70	Cc1cc(-c2nnc(NC(=O)c3cc4ccccc4o3)o2)n(C)n1
53	CCCc1c(Cc2c(F)cccc2Cl)c(=O)oc2cc(OS(C)(=O)=O)ccc12

# A second format for two compounds above:
O=C(Nc1nnc(-c2ccco2)o1)C1CCN(S(=O)(=O)c2ccc(Cl)s2)CC1
  RMI-FANCM inh: 57
COc1ccc(S(=O)(=O)C(CNC(=O)C23CC4CC(CC(C4)C2)C3)c2cccs2)cc1 (stereo not given)
  RMI-FANCM inh: 60

# The listing continues.
RMI-FANCM inh	canonical_smiles
62	O=C(Nc1ccccn1)c1ccc(S(=O)(=O)NC2CC2)cc1
51	Cc1nc(-n2nc(-c3ccco3)cc2NC(=O)c2ccc(F)c(F)c2)[nH]c(=O)c1C
60	Cc1cccc(C(c2sc3nc(C)nn3c2O)N2CC(C)OC(C)C2)c1 (stereo not given)
61	Cc1nnc(NC(=O)c2ccc3c(c2)OCO3)s1
74	Cc1ccc(F)cc1NC(=O)CSc1nc2cc(-c3ccccc3)sc2c(=O)n1C
91	O=C(NCCNC(=O)c1ccc(F)cc1F)c1ccc(NC(=O)c2ccc(F)cc2)cc1
93	Cc1ccccc1-c1noc(Cn2ccn3nc(-c4cccs4)cc3c2=O)n1
54&55	COc1ccc(C2=NN(C(=O)CN3CCCCC3)C(c3nc4ccccc4[nH]3)C2)cc1 (stereo not given)
62	O=C(NCc1cc(F)cc2c1OCOC2)c1sc2ccccc2c1Cl
63	Cc1ccc(C(C)C)c(O)c1C(=O)O
73	CCN(CC)c1ccc(NC(=O)Cn2cnc3c(sc4cccc(F)c43)c2=O)c(C)c1
47	NC(N)=NS(=O)(=O)c1ccc(Cl)c(Cl)c1
66	O=C(Nc1ccc(SCc2cccnc2)nn1)c1ccccc1F
61	COc1ccc(-c2csc(CN3CCN(C(=O)CC4CCCC4)CC3)n2)cc1
65	CCOC(=O)c1ccccc1NC(=O)CSc1nc(-c2ccccc2)nc2c1c(=O)n(C)c(=O)n2C
90	COc1ccc(-c2csc3ncnc(N4CCC(Cc5ccccc5)CC4)c23)cc1
89	CCN(CC)CCN(C(=O)c1ccc(S(=O)(=O)N(C)C2CCCCC2)cc1)c1nc2ccc(OC)cc2s1
61	O=S(=O)(Oc1cccc2cccnc12)c1cccc2cccnc12
74	CCCCN(C)S(=O)(=O)c1ccc(C(=O)Nc2ccc(F)cc2)cc1
58	COc1ccc(NC(=O)C2(c3cccs3)CCCC2)c(OC)c1
57	O=c1[nH]cc(N2CCOCC2)c(=O)[nH]1
52	O=c1[nH]c(=S)nc2cc[nH]n12
61	O=C(O)CCNS(=O)(=O)c1cccc(C(F)(F)F)c1
66	CN1CCN(C(CNC(=O)C(=O)NC2CCCCCC2)c2ccc3c(c2)CCN3C)CC1 (stereo not given)
86	Nc1nc(SCC(=O)Nc2ccc(Cl)c(Cl)c2)ncc1S(=O)(=O)c1cccs1
61	Cc1cc(C)cc(NC(=O)Cn2nc(S(=O)(=O)c3ccccc3)ccc2=O)c1
59	N/C(CSc1ccccn1)=N/O
64	CCOc1ncccc1C(=O)Nc1c(C)nc2sc(C)c(C)n2c1=O
54	CS(=O)(=O)c1ccc(C(=O)Nc2ccc3scnc3c2)cc1
62	CN(C)CCn1ncc(-c2ccc(F)cc2)c1-c1ccncc1
52	COc1cc(C(=O)N2C(=S)C(c3ccc(Cl)cc3Cl)=NC2(C)C)cc(OC)c1OC
75	CCOC(=O)N1CCN(Cn2cnc3c2c(=O)n(C)c(=O)n3C)CC1
52	Cc1cc(CNCC(O)C(F)(F)F)no1 (stereo not given)
63	COc1ccc(CCC(=O)NCCn2ncc3c(=O)n(Cc4cccc(C)c4)cnc32)cc1
65	COc1ccc(C(=O)Nc2ccc3nc[nH]c3c2)cc1OC
265	O=C(O)C(c1ccccc1)n1c(O)c(C=C2C=Nc3ccccc32)sc1=S (stereo not given)
55	Oc1c(Cl)c2nc3ccccc3nc2c2ccccc12
65	Cc1nnc2ccc(N3CCN(C(=O)Nc4cc(Cl)ccc4Cl)CC3)nn12
49	O=C(O/N=C\c1ccc2c(c1)OCO2)c1ccc(Cl)cc1
54	COc1ccc(C2NCCS2)cc1Br (stereo not given)
59	O=C(O)c1cc(=O)c2cc(Cl)ccc2[nH]1
49	O=C(c1cc(F)ccc1OCc1ccccc1)C1OC1c1cc(Cl)cc2c1OCOC2 (stereo not given)
51	O=C(NC1CC(=O)N(c2cccc(F)c2)C1)c1cc2ccccc2oc1=O (stereo not given)
49	O=C(Nc1ccc(N2CCOCC2)nc1)C1CC(=O)N(Cc2ccco2)C1 (stereo not given)
60	N/C(=N/OC(=O)c1ccccc1)c1ccc(F)cc1F
54	COc1ccc(Br)c(-c2nnc(-c3ccccc3[N+](=O)[O-])o2)c1
61	CC(=O)Cn1c(C(F)(F)F)nc2ccccc21
66	Cc1cc(C(=O)Nc2nnc(-c3ccc4c(c3)OCO4)o2)on1
52	COc1ccc(SCCc2nnc(-c3ccccc3)o2)cc1
54	Fc1ccc2c(c1)/C(=N\NC(=S)NCC1CCCO1)CCS2 (stereo not given)

# Carrying on:
RMI-FANCM inh	canonical_smiles
72	COc1ccc2nc(-c3ccc(C)c(NC(=O)C(C)Oc4ccccc4F)c3)cn2n1 (stereo not given)
57	CN(Cc1cc(Br)cc(Br)c1N)C1CCCCC1
59	CS/C(NCc1ccco1)=C(/C#N)S(=O)(=O)c1ccc(Cl)cc1
74	CCn1nccc1C(=O)Nc1ccc(-c2nc3ccc(C)cc3s2)cc1
74	CSc1nnc(-c2ccccc2NC(=O)/C=C/c2cccs2)o1
53	O=C(NCC(c1cccnc1)N1CCc2ccccc21)c1cccc([N+](=O)[O-])c1 (stereo not given)
84	COC(=O)C1=C(C)N(C)C(=S)NC1c1c(OCc2ccccc2)ccc2ccccc12 (stereo not given)
54	COc1ccc(NC(=O)Nc2nnc(SCC(=O)N3CCCc4ccccc43)s2)cc1
107	O=C(Cn1nc(-c2ccco2)c2sc(N3CCCCC3)nc2c1=O)NCc1ccc(F)cc1
55	Cc1cc(N2CCOCC2)n2c(nc3ccccc32)c1C#N
57	CC(C)NC(=O)N(Cc1ccccc1)Cc1cccnc1
66	COC(=O)c1ccc(COc2cccc3ccc(N4CCCC(C)C4)nc23)cc1 (stereo not given)
96	Cc1cccc(N2CCN(C(=O)Cn3cnc4c([nH]c5ccccc54)c3=O)CC2)c1C
59	CC1(C)OC2OC(C(=O)Nc3ccc(OC(F)(F)F)cc3)C3OC(C)(C)OC3C2O1 (stereo not given)
62	O=C(Nc1ccc2c(c1)CN(C(=O)c1ccccc1)CC2)c1cc2ccccc2oc1=O
59	COc1ccc(S(=O)(=O)Nc2nc(C(F)(F)F)cs2)cc1
77	CSc1ccc(NC(=O)COc2ccc(Cl)cc2)nn1
69	CC(C)(C)OC(=O)N1CCN(CC/C(N)=N\O)CC1
63	O=C(/C=C/c1ccccc1)NCCN1CCn2cc(OCc3ccccc3)c(=O)cc2C1=O
52	Cc1ccc(Sc2ccc([N+](=O)[O-])cn2)cc1
60	COC(=O)C1CCN(C(=O)C(=O)c2c[nH]c3ccccc23)CC1
54	COc1ccc(S(=O)(=O)N2CCCCC2CC(=O)Nc2ccon2)cc1 (stereo not given)
51	O=c1cc(CSCc2ccc(Cl)cc2)[nH]c(=O)[nH]1
61&63	O=C(NC1(O)C(=O)c2ccccc2C1=O)c1cccc2c1-c1ccccc1C2=O
78	Cc1sc(NC(=O)c2ccc(F)cc2)c(CN2CCCCC2C)c1C (stereo not given)
57	O=c1cc(O)c2cc(Cl)ccc2o1
-21*	CC(O)=c1c(=O)nc2ccc(Cl)c3c2=c1c1ccccc1c3=O
65	O=C(NCCn1ncc2c(N3CCOCC3)ncnc21)C1CC1
73	COc1cc(C(=O)NCCCc2ccc(N(C)C)cc2)cc(OC)c1OC
66	O=c1c2nccnc2n(Cc2c(F)cccc2Cl)c(=O)n1Cc1ccc(F)cc1
59	CCSc1nnc(NC(=O)CSc2nc3c(c(=O)n2CCOC)SC(C)C3)s1 (stereo not given)
57	CN(C(=O)Cn1c(-c2ccccn2)nc2ccccc21)c1ccccc1
57&57&42	CO/N=C(\C(=O)N[C@@H]1C(=O)N2C(C(=O)O)=C(COC(C)=O)CS[C@H]12)c1csc(N)n1
76	CCOc1ccc2nc(N(CCN(C)C)C(=O)c3ccc(F)cc3)sc2c1
74	COc1c(C)cc(S(=O)(=O)NCC2CCN(Cc3ccco3)CC2)cc1C
69	COc1ccc(NC(=O)c2cccs2)c([N+](=O)[O-])c1
116	COC(=O)c1c(-c2cccs2)csc1NC(=O)CSc1nnc2cc(C)c3ccccc3n12
58	O=C(NC(=O)N(c1ccc(Cl)cc1)S(=O)(=O)c1ccccc1)Nc1cccc([N+](=O)[O-])c1
58	CCOC(=O)CSc1nnc(Cn2nnc3ccccc32)n1-c1ccc(F)cc1
84	COc1ccc(CC(=O)Nc2nnc(-c3ccccc3C)s2)cc1

# 14 structures already listed, arranged by heavy-atom count, largest number first.
RMI-FANCM inh	canonical_smiles
63	O=C(/C=C/c1ccccc1)NCCN1CCn2cc(OCc3ccccc3)c(=O)cc2C1=O
58	O=C(NC(=O)N(c1ccc(Cl)cc1)S(=O)(=O)c1ccccc1)Nc1cccc([N+](=O)[O-])c1
57&57&42	CO/N=C(\C(=O)N[C@@H]1C(=O)N2C(C(=O)O)=C(COC(C)=O)CS[C@H]12)c1csc(N)n1
58	CCOC(=O)CSc1nnc(Cn2nnc3ccccc32)n1-c1ccc(F)cc1
59	CCSc1nnc(NC(=O)CSc2nc3c(c(=O)n2CCOC)SC(C)C3)s1 (stereo not given)
76	CCOc1ccc2nc(N(CCN(C)C)C(=O)c3ccc(F)cc3)sc2c1
54	COc1ccc(S(=O)(=O)N2CCCCC2CC(=O)Nc2ccon2)cc1 (stereo not given)
78	Cc1sc(NC(=O)c2ccc(F)cc2)c(CN2CCCCC2C)c1C (stereo not given)
84	COc1ccc(CC(=O)Nc2nnc(-c3ccccc3C)s2)cc1
-21*	CC(O)=c1c(=O)nc2ccc(Cl)c3c2=c1c1ccccc1c3=O
69	COc1ccc(NC(=O)c2cccs2)c([N+](=O)[O-])c1
51	O=c1cc(CSCc2ccc(Cl)cc2)[nH]c(=O)[nH]1
52	Cc1ccc(Sc2ccc([N+](=O)[O-])cn2)cc1
57	O=c1cc(O)c2cc(Cl)ccc2o1

# The list goes on:
RMI-FANCM inh	canonical_smiles
58	Cc1cc(NS(=O)(=O)c2ccc(NC(=O)Nc3ccc4ccccc4c3)cc2)no1
70	CC(C)c1cc(=O)n2c(n1)SCC2CC(=O)Nc1ccc(OC(F)(F)F)cc1 (stereo not given)
62	Cc1c(C(=O)O)c(=O)n(-c2ccccc2)n1C
57	NC(=O)C1CC2CCC1CC2 (stereo not given)

# High-throughput results: PubChem, Small Molecule Screening Facility, UW Madison
